12-LOX inh: Primary qHTS assay for inhibitors of human arachidonate 12S-lipoxygenase (ALOX12): Round 2. Polyunsaturated fatty acid lipoxygenase ALOX12 (Homo sapiens), P18054. purified 12hLO, xylenol orange hydroperoxide absorbance. Potency, µM (titrated, usually from 108 µM), for inactives: at the highest dose activity change, negative = inhibition, most hits filed as inhibitors. 1.1% of 580,000 active. AID 1671190, 2021; active = well fitted inhibition curve with a large enough effect; inconclusive = small, poorly fitted or top-dose-only effect, or another doubt; inactive = no such curve, though single readings can be large or run the other way
Target sequence (P18054 whole entry, looked up): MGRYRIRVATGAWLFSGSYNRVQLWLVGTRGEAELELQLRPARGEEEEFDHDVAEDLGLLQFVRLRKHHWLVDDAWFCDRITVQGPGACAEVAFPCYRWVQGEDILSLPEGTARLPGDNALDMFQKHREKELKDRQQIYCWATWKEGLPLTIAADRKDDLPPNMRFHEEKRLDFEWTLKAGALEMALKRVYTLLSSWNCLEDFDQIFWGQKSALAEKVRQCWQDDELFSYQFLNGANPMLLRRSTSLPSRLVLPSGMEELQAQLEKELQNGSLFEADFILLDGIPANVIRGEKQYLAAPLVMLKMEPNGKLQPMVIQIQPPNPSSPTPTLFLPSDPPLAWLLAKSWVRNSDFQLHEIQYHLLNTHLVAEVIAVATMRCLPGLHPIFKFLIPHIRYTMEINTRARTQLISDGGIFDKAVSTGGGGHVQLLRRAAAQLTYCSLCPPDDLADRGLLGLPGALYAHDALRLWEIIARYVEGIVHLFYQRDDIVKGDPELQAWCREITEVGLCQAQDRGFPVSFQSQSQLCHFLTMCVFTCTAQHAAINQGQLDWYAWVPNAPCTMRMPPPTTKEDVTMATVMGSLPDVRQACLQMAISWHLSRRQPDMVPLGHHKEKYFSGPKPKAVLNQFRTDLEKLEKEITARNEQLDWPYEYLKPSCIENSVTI
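Purified human 12hLO at 150 nM in 25 mM Hepes, 0.01% Triton X-100, pH 7.0, preincubated 15 min at room temperature with compound. Reaction started with 40 uM arachidonic acid, 30 min at room temperature. Hydroperoxide measured by Fe-xylenol orange, 573/405 nm absorbance ratio.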
The depositor's hits bear a star; ? = inconclusive; [ ] = another dose, or the depositor's remark. % is set by controls: 0 for no effect and ±100 for the full control effect; potency is the fitted concentration of half-maximal effect. A portion of the library; rates above refer to the full screens.

O=C1[C@H]2CN(Cc3ccc(Br)cc3)C[C@H]2C(=O)N1Cc1ccc2c(c1)OCO2
- 12-LOX inh: -25%

CN(C)c1nc(N)nc(CSc2nnnn2-c2ccc(Cl)cc2)n1
- 12-LOX inh: ?

CC(=O)N1CCC(Nc2nc(-c3cccnc3)nc3ccccc23)CC1
- 12-LOX inh: ?

N#Cc1cccc(NC(=O)c2cc(C3CCCCN3S(=O)(=O)c3ccccc3)on2)c1 (stereo not drawn)
- 12-LOX inh: 14%

Cc1ccc(C)c(NC(=O)CCc2ncc(-c3c(F)cccc3F)o2)c1
- 12-LOX inh: ?

Cc1cc(C)cc(C(=O)N2CCCC3(C2)NC(=O)N(Cc2ccccc2)C3=O)c1 (stereo not drawn)
- 12-LOX inh: 22%

O=C1NCCCCCCN(C(=O)c2ccco2)[C@H]2C[C@H](C(=O)N3CCN(c4ccccn4)CC3)C[C@@H]12
- 12-LOX inh: 41%

CN(C)CCNC(=O)CCNc1nc(Cl)nc2nc[nH]c12
- 12-LOX inh: ?

NC(=O)CN1C(=O)CO[C@H]2CN(Cc3ccc4c(c3)OCO4)C[C@H]21
- 12-LOX inh: 16%[176 µM]

COc1cc(CCC(=O)Nc2cc(S(=O)(=O)N3CCOCC3)ccc2OC(C)C)cc(OC)c1OC
- 12-LOX inh: -8%

CCOC(=O)[C@]12CCC=C1N(CCC1=CCCCC1)C(=O)[C@H](CC(=O)N1CCC(c3ccccc3)CC1)C2
- 12-LOX inh: ?

O=C(Cn1ccc2ccc(Cl)cc21)Nc1ccc2[nH]ccc2c1
- 12-LOX inh: -1%

CC(C)NC(=O)C1CCc2nnc(C3CCN(S(=O)(=O)c4ccccc4)CC3)n21 (stereo not drawn)
- 12-LOX inh: 2%[6.33 µM]

Cc1nc(NC2CCCCC2)sc1C(=O)Nc1ccccc1
- 12-LOX inh: -47%

COc1ccc(S(=O)(=O)N2C[C@@H]3C[C@H](C2)c2c(-c4ccc(NC(C)=O)cc4)ccc(=O)n2C3)cc1
- 12-LOX inh: -16%

CCOC(=O)C1CCCN(C(=O)c2cnn(-c3nccc(-c4cc(C)sc4C)n3)c2C)C1 (stereo not drawn)
- 12-LOX inh: 8%

CCc1cc(=O)n(CC(=O)Nc2ccccc2C)c(-c2cccc(F)c2)n1
- 12-LOX inh: 51%[activator]

COCCNc1nc2c(c(=O)n(C)c(=O)n2C)n1Cc1cccc(Br)c1
- 12-LOX inh: 36%[activator]

Cn1c2c(cc(C(=O)N3CC[C@](C)(O)[C@@H](O)C3)c1=O)CCCC2
- 12-LOX inh: 7%

COc1ccc(-c2nnc(C(C)N(C)Cc3ccccc3)o2)cc1 (stereo not drawn)
- 12-LOX inh: -3%

Cc1nc(S(=O)(=O)N2CCC(Cc3noc(-c4ccccc4)n3)C2)cn1C (stereo not drawn)
- 12-LOX inh: 32%[activator]

CN1Cc2nnn(Cc3ccccc3)c2-c2cc(F)ccc2S1(=O)=O
- 12-LOX inh: 8%

Cc1occc1-c1nnc(SCC(=O)c2ccc3c(c2)NC(=O)CO3)o1
- 12-LOX inh: 4%

O=C(CCc1c[nH]c2ccccc12)Nc1ccccc1OCC(F)(F)F
- 12-LOX inh: -15%

Cc1cccc(-n2c(Cc3cc(=O)[nH]c(=O)[nH]3)nnc2SCC(=O)c2ccc(Cl)cc2)c1
- 12-LOX inh: -7%

COc1cccc(Nc2nc(CN)cs2)n1
- 12-LOX inh: 18%

Cc1cc(C)c(OCC(=O)Nc2ccc(NC(=O)c3ccco3)cc2)c(Br)c1
- 12-LOX inh: -1%

Cc1cccc(-c2nn3c(N(C)C)cc(C)nc3c2C)c1
- 12-LOX inh: -14%

CNC(=O)N1CCOc2ccc(CCC(=O)NCC3CC3)cc2C1
- 12-LOX inh: 67%[activator]

O=C(COc1ccccc1Cl)N1CCC(c2nc3ccccc3o2)CC1
- 12-LOX inh: -4%

O=C(NCc1cccs1)c1ccc2nc([C@@H]3O[C@H](CO)[C@H](O)[C@H](O)[C@H]3O)[nH]c2c1
- 12-LOX inh: -13%

COc1ccc(C2SCC(=O)N2c2ccc(Cl)cc2)cc1 (stereo not drawn)
- 12-LOX inh: -15%

COC(C(=O)N1CCC2(CC1)Nc1ccccc1NC2=O)c1ccccc1 (stereo not drawn)
- 12-LOX inh: 30%[activator]

[O-][N+](=Cc1c(Cl)cccc1Cl)CC1(O)CCCCC1
- 12-LOX inh: -6%

COCCn1nc2n(c1=O)CCN(C(=O)Cc1ccc(OC)c(OC)c1)CC2
- 12-LOX inh: 10%

CCOc1cc(C#N)cc(Br)c1OCc1nnc(-c2ccccc2Br)o1
- 12-LOX inh: -25%

CCN(CC)c1ccc(C(=O)N2CCC(n3cc(-c4nc(C)no4)nn3)CC2)cc1
- 12-LOX inh: 21%

CCn1ccc2oc(C)c(C(=O)NCc3ccccc3Cl)c2c1=O
- 12-LOX inh: -5%

O=C1CCN(C(=O)C2CCCCC2)CCCC(c2nc(-c3cccnc3)no2)CCN1 (stereo not drawn)
- 12-LOX inh: ?

O=C1Nc2ccccc2OCC12CCN([S+](=O)([O-])c1cccc(C(F)(F)F)c1)CC2
- 12-LOX inh: 43%[activator]

CCN1CCN(c2oc(-c3ccccc3F)nc2C#N)CC1
- 12-LOX inh: ?

COc1cc(Nc2ccn3nc(-c4ccc(F)cc4)cc3n2)cc(OC)c1OC
- 12-LOX inh: 15%

CC(N)c1csc(Nc2ccc(C(=O)NCCO)cc2)n1 (stereo not drawn)
- 12-LOX inh: 16%

CN(C)CCC(=O)N1Cc2ccccc2CC2(CCCN(CC3CCNCC3)C2)C1 (stereo not drawn)
- 12-LOX inh: -1%[6.33 µM]

Cc1ccc(F)c(S(=O)(=O)NC(=O)C2(C)CCN2C(=O)C/C=C/c2ccccc2)c1 (stereo not drawn)
- 12-LOX inh: ?

CCOC(=O)C1CCN(C(=O)CSc2nnc(Nc3ccc(C)cc3C)s2)CC1
- 12-LOX inh: 74%[activator]

CCCCCc1ccc(-c2ccc(-c3ccc(C#N)cc3)cc2)nc1
- 12-LOX inh: 20%

COc1ccccc1C(C)NC(=O)c1n[nH]c(=O)c2ccccc12 (stereo not drawn)
- 12-LOX inh: 15%

CCC(C)(C)NC(=O)Cc1nn(C)c(=O)c2ccccc12
- 12-LOX inh: -55%

CC(C)NC(=O)c1coc(COc2ccc3c(c2)C(c2cccc(F)c2)N(C(=O)C2CC2)CC3)n1 (stereo not drawn)
- 12-LOX inh: ?

CC(CN1CCOCC1)OC(=O)COc1ccc(Br)cc1 (stereo not drawn)
- 12-LOX inh: ?

Cc1cnc(CC2CCN(C(=O)N(C)C)C2)n1CC1CC1 (stereo not drawn)
- 12-LOX inh: 8%

O=c1[nH][nH]c2c1[C@H](C1CCCC1)O[C@H](CCc1ccccc1)C2
- 12-LOX inh: -23%

CC1=C(C(=O)N(C)C)CC(CC(=O)NC2CCCCC2)C(=O)N1CCC1=CCCCC1 (stereo not drawn)
- 12-LOX inh: 4%

Cc1ccc2c(=O)cc(C(=O)Nc3nc4ccc(F)cc4s3)oc2c1C
- 12-LOX inh: -83%

CCc1nc2c(c(-c3ccc(Cl)cc3)n1)CCN(Cc1ccc(OC)cc1)CC2
- 12-LOX inh: -28%

Cc1noc([C@@H]2CN(C(=O)CC3=CCCCC3)C[C@H]2CO)n1
- 12-LOX inh: 10%

CCCC(=O)N1CCC(Oc2ccc3c(cnn3CCC(=O)O)c2)CC1
- 12-LOX inh: ?

CN(C)Cc1cc(CC2(NC3CCC3)COC2)no1
- 12-LOX inh: 16%[176 µM]

COC(=O)[C@H]1C[C@@]2(O)CN(S(=O)(=O)c3ccc(C)cc3)C[C@@]2(OC(=O)NCc2ccc(OC)c(OC)c2)C[C@H]1C(=O)OC
- 12-LOX inh: 4%

Cc1nc2c(cc(OCC(O)COc3ccc(C#N)cc3)c3ccsc32)s1 (stereo not drawn)
- 12-LOX inh: ?

CCCCCCCCN1C(=O)[C@@H](CC(=O)NCc2ccc(C)o2)C[C@@]2(C(=O)OC)C1=C[C@H](C(C)(C)C)O[C@@H]2C
- 12-LOX inh: ?

Cc1cc2nc(-c3cccc(NC(=O)c4cccnc4)c3)oc2cc1C
- 12-LOX inh: ?

O=C(CN1CC2CC(C1)[C@H]1CCCC(=O)N1C2)NC1CCCC1 (stereo partly drawn)
- 12-LOX inh: 7%

Cc1ncsc1CN1CCCN(S(C)(=O)=O)C(c2ccccc2)CC(=O)NCC1 (stereo not drawn)
- 12-LOX inh: 2%

COc1ccc(NC(=O)c2ccccc2OCc2cn3ccccc3n2)cc1S(=O)(=O)N(C)C
- 12-LOX inh: 6%

C#CCNC(=O)[C@H]1O[C@H](CCN(C)CC#C)CC[C@@H]1O
- 12-LOX inh: 1%[176 µM]

Fc1cc(F)cc(Cc2nc3nccc(-c4ccsc4)n3n2)c1
- 12-LOX inh: 2%

COc1ccc(Cn2c(-c3ccc(Cl)cc3)nc(C)c(CCO)c2=O)cc1F
- 12-LOX inh: ?

O=C(Nc1ccc(N2CCN(Cc3ccccc3)CC2)cc1)c1cnc2ccccc2n1
- 12-LOX inh: ?

CC(C)CN1C(=O)CCc2cc(NC(=O)c3c(F)cccc3F)ccc21
- 12-LOX inh: 50%[activator]

COCc1ccc2c(c1)c(OC(C)(C)C(=O)Nc1cccnc1)nn2Cc1ccccc1
- 12-LOX inh: 38%[activator][176 µM]

O=C(c1ccc(Cn2cccn2)o1)N1CCC2(CC1)c1ccccc1CC2O (stereo not drawn)
- 12-LOX inh: 3%

Cn1ncc(N2CCC(NC(=O)C3CCCCC3)CC2)cc1=O
- 12-LOX inh: 15%

CC(=O)N1CCC(Cc2ncc(C)n2C(C)C)C1 (stereo not drawn)
- 12-LOX inh: 7%

N#CCCn1c(-c2ccccc2)c(-c2ccccc2)c2ccc3ccccc3c21
- 12-LOX inh: 1%

COC1CCC12CCN(C(=O)c1cccc(C#N)c1)CC2 (stereo not drawn)
- 12-LOX inh: 33%[activator]

O=C(NCc1ccc(F)cc1)c1ccccc1-c1ccccc1
- 12-LOX inh: 41%[activator]

CCC(C)(C)C1CCC(NC(=O)c2cccnc2Cl)CC1 (stereo not drawn)
- 12-LOX inh: 7%

CCCc1nc2ccc(Br)cn2c1Cc1ccccc1
- 12-LOX inh: -82%

CS(=O)(=O)N(Cc1cccnc1)C1CN(C(=O)c2c[nH]c3ccccc23)C1
- 12-LOX inh: 22%

O=C(NC1CCN(c2cc(-c3ccccc3)[nH]n2)CC1)c1cccnc1
- 12-LOX inh: 29%

CCC(C)(C)c1nnc(NC(=O)Cc2ccccc2)s1
- 12-LOX inh: -8%

O=C(NC1CC1)c1ccc(-c2ccc(N3CCCCC3)nc2)cc1
- 12-LOX inh: 34%

CC(C)N1C(=O)C2(CCCCC2)C1C(=O)NCCCN1CCN(c2ccccc2)CC1 (stereo not drawn)
- 12-LOX inh: -9%

NS(=O)(=O)c1ccc(NC(=S)Nc2ccc(S(=O)(=O)Nc3nccs3)cc2)cc1
- 12-LOX inh: -24%

Cc1nn(-c2ccccc2[N+](=O)[O-])c(C)c1[C@@H]1C=C[C@@H](NCc2ccc(C(C)C)cc2)C1
- 12-LOX inh: ?

O=C(c1cnccn1)N1CCC(c2nc(-c3ccncc3)no2)C1 (stereo not drawn)
- 12-LOX inh: 6%

Cc1ccc(-c2nc3nc(C)cc(Nc4ccc(N(C)C)cc4)n3n2)cc1
- 12-LOX inh: -56%

N#CC1=C(N)Oc2c(c(=O)[nH]c3ccccc23)C1c1ccccc1 (stereo not drawn)
- 12-LOX inh: ?

Cc1ccc(C)c(CN2CCn3c(nn(CC4COc5ccccc5O4)c3=O)C2=O)c1 (stereo not drawn)
- 12-LOX inh: -3%

CN1CCN(c2ccc(NC(=O)COc3ccc(Br)cc3Br)cn2)CC1
- 12-LOX inh: -18%

COc1ccc(C(=O)N[C@@H]2C(=O)Nc3c(c(C)nn3C)[C@H]2c2ccc3c(c2)OCCO3)cc1OC
- 12-LOX inh: -31%

Cc1cc(Cl)ccc1S(=O)(=O)N1CCCC(Cn2cnc3cccnc32)C1 (stereo not drawn)
- 12-LOX inh: 35%

O=C(Nc1ccccc1)c1oc2ccccc2c1NC(=O)c1nn(-c2cccc(Cl)c2)ccc1=O
- 12-LOX inh: 1%

CCN(CC)C(=S)SC(C(N)=O)c1ccccc1 (stereo not drawn)
- 12-LOX inh: ?

CN(C)CC(O)c1cc2n(n1)CCN(C(=O)CCc1ccc(=O)[nH]n1)C2 (stereo not drawn)
- 12-LOX inh: 12%

CCN(CC)C(=O)[C@@H]1CCC[C@@H](NC(=O)c2ccccc2)CN(C)C(=O)C1
- 12-LOX inh: 27%[176 µM]

N[C@H](C(=O)O)[C@@H](O)c1ccc(O)c(O)c1
- 12-LOX inh: ?

COC(=O)c1cc(S(=O)(=O)N(C)CC(=O)N2CCN(c3ccc(C(C)=O)cc3)CC2)cn1C
- 12-LOX inh: 8%

CNS(=O)(=O)c1ccc(CN2CC3(CCNCC3)CC2C(=O)O)cc1 (stereo not drawn)
- 12-LOX inh: 25%

Cc1ccc(C(=O)CC2(C#N)C(N)=C(C=O)CC2(C#N)C#N)cc1 (stereo not drawn)
- 12-LOX inh: ?

O=[S+]([O-])(c1ccccc1)N1CCc2nc(C3CC3)nc(-c3ccc(Cl)cc3)c2C1
- 12-LOX inh: 0%

Cc1ccc(C2Cn3nnc(-c4nc(-c5ccccc5Cl)no4)c3CO2)c(C)c1 (stereo not drawn)
- 12-LOX inh: 41%[activator]

CN(Cc1cccnc1)C1CCOc2ccccc21 (stereo not drawn)
- 12-LOX inh: 54%[activator][176 µM]

O=C(NCC1CCCO1)c1ccc2c(c1)CC(=O)N2Cc1ccccc1 (stereo not drawn)
- 12-LOX inh: 44%[activator]

c1ccc(-c2nnc3ccc(NC4CCCCC4)nn23)nc1
- 12-LOX inh: 50%[activator][176 µM]

O=C(NCCc1c[nH]c2ccc(Cl)cc12)C1CC(=O)N(c2n[nH]c3ccccc23)C1 (stereo not drawn)
- 12-LOX inh: ?

CC(C)C(=O)Nc1ccc(F)c(F)c1
- 12-LOX inh: -9%

Cc1csc2nc(-c3cccc(NS(=O)(=O)c4cccs4)c3)cn12
- 12-LOX inh: ?
